LAP4 TOR yeast = alters LAP4-GFP fluorescence in TOR pathway yeast screen. S. cerevisiae LAP4-GFP multiplex, flow cytometry GFP, 3 h; median GFP as percent of DMSO wells. GFP response vs DMSO, % at 10 µM. hit rate 0.34% among 320,000. AID 2023;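 active = GFP response vs DMSO above a set limit, about the screen mean plus 3 SD, cut at about 150% in these data; inconclusive = under 70 cell events counted for the yeast strain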
VLA-4 inh = inhibition in a human VLA-4 binding assay | hit rate 0.2% among 330,000 | AID 2557 | P13612 | inhibition, % (about 7 µM as worked out from the volumes in the protocol) | VLA-4 expressing cells, ligand binding flow cytometry; in the data active = inhibition above about 50%
GRK2 inh = blocks RNA aptamer binding to human GRK2. inhibition of aptamer binding, % at 10 µM. P25098. hit rate 0.59% among 330,000. AID 488847. bead flow cytometry, FAM-aptamer displacement from GRK2;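 active = inhibition of aptamer binding above 40%, roughly 3 SD of noise, on plates passing a quality check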;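 also: median bead fluorescence of bound FAM aptamer so fluorescent compounds give negative values; no value below 0 was filed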
Target sequence (P25098 whole entry, looked up): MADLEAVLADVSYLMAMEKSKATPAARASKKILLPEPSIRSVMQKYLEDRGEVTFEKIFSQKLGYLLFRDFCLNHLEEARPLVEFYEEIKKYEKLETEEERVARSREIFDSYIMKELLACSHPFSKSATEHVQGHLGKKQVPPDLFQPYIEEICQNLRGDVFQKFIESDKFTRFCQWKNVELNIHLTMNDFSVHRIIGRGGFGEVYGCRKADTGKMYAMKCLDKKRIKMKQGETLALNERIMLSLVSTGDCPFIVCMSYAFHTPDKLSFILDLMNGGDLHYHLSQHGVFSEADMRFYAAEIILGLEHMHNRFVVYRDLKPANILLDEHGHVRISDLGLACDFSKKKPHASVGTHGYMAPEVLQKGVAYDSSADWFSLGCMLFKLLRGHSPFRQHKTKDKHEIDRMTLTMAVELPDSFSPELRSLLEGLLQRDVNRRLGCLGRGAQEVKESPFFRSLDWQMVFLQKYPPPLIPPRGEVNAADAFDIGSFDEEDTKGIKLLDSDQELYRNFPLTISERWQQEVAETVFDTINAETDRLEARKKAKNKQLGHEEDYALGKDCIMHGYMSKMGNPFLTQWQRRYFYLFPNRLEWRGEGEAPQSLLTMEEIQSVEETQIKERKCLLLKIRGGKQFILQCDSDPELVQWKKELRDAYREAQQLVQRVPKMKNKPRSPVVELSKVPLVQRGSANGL
AGP1 TOR yeast = modulators of TOR pathway AGP1-GFP in S. cerevisiae; GFP response vs DMSO, % at 10 µM; S. cerevisiae AGP1-GFP multiplex flow cytometry, 3 h; GFP as percent of DMSO wells; hit rate 0.02% among 320,000; AID 2066;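 active = GFP response relative to DMSO above a set limit, near screen average plus 3 SD, cut at about 150% in these data; inconclusive = fewer than 70 cells counted for the yeast strain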;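 also: median GFP channel fluorescence of the gated AGP1 strain per well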
MEP2-GFP yeast = modulators of TOR pathway MEP2-GFP in S. cerevisiae. S. cerevisiae MEP2-GFP strain, flow cytometry GFP, 3 h; 100% = DMSO control level. GFP response vs DMSO, % at 10 µM. hit rate 0.51% among 330,000. AID 2016;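 active = GFP response versus DMSO above a set limit, roughly screen mean plus 3 SD, cut at about 180% in these data; inconclusive = fewer than 70 cells counted for a yeast strain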;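 also: median GFP fluorescence of the barcode-gated MEP2-GFP cells per well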
RPL19A-GFP yeast = yeast TOR pathway RPL19A-GFP modulation; hit rate 0.3% among 330,000; percent response vs DMSO, % at 10 µM; AID 2025; S. cerevisiae RPL19A-GFP strain, flow cytometry, 3 h; stronger effect = lower value;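 active = percent response vs DMSO below 50%; inconclusive = fewer than 70 events counted for the yeast strain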;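 also: median channel GFP fluorescence of the barcoded RPL19A-GFP strain; ratio of sample median GFP to plate DMSO average so 100% = DMSO; lower means less RPL19A-GFP as with rapamycin TOR inhibition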
Yeast superoxide = caloric restriction mimetics inhibiting age-related superoxide in yeast; S. cerevisiae aged cells, superoxide DHE fluorescence; stronger effect = lower value; superoxide response (% of plate mean), % at 10 µM; hit rate 0.18% among 330,000; AID 2690;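 active = superoxide response under a set limit, about three screen SD below normal, cut at about 65% in these data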;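 also: yeast aged for seven days with compound at 30 °C before DHE staining; 100% = average MFI of all compound-treated wells on the plate with controls excluded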
CIT2 TOR yeast = yeast TOR pathway CIT2-GFP modulation. S. cerevisiae CIT2-GFP strain, flow cytometry, 3 h; 100 means same as DMSO wells. GFP response vs DMSO, % at 10 µM. hit rate 0.065% among 320,000;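 active = GFP response relative to DMSO above a set limit, near the screen mean plus 3 SD, cut at about 150% in these data; inconclusive = Fewer than 70 cells measured for a yeast strain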;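 also: ratio of well median GFP fluorescence to mean of DMSO wells on the plate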
* hit, by the source's call; ? = inconclusive; . = no result given; [ ] = dose if it differs, or a comment.

SMILES | LAP4 TOR yeast | VLA-4 inh | GRK2 inh | AGP1 TOR yeast | MEP2-GFP yeast | RPL19A-GFP yeast | Yeast superoxide | CIT2 TOR yeast
COC(=O)c1cc2occc2n1Cc1nc(-c2ccccc2C)oc1C | 97 | -6 | 1 | 99 | 93 | 103 | 107 | 89
CCc1cccc2c(C(=O)CN3C(=O)C(=O)N(C4CCCC4)C3=O)c[nH]c12 | 103 | 4 | 4 | 103 | 105 | 104 | 109 | 98
Cc1c(/C=N/n2cnnc2)c2ccccc2n1C | 101 | 0 | 0 | 98 | 104 | 99 | 101 | 105
CCOC(=O)CNC(=O)CSc1nnc(NC(=O)c2ccccc2Cl)s1 | 102 | -5 | 0 | 94 | 103 | 109 | 122 | 108
CN(C)CCNc1nc2sc3c(c2c(=O)n1-c1ccc(F)cc1)CCCCC3 | 103 | -16 | 0 | 101 | 94 | 94 | 101 | 104
COC(=O)CCNC(=O)c1ccc2nc(Cc3ccc(OC)cc3)oc2c1 | 88 | -5 | 2 | 97 | 105 | 106 | 104 | 105
Cc1ccc(NC(=O)c2cccc(NC(=O)/C=C/c3ccco3)c2)cc1C | 100 | -4 | 0 | 94 | 108 | 98 | 123 | 99
c1ccc(-c2nc(-c3ccncc3)no2)cc1 | 99 | -9 | 0 | 95 | 102 | 100 | 102 | 96
CC(C)NCC(O)COc1c(F)cc(Br)cc1F (stereo unspecified) | 102 | 4 | 2 | 101 | 107 | 104 | 86 | 113
CC1(C)OC(=O)N2CCc3ccccc3C21C (stereo unspecified) | 98 | 25 | 0 | 100 | 97 | 99 | 110 | 99
O=C(Nc1ccc(F)cc1F)C1(c2cccs2)CCOCC1 | 117 | 3 | 1 | 101 | 109 | 94 | 95 | 91
COc1ccc(NC(=O)CSc2nnc(NC(=O)C3CCC3)s2)c(OC)c1 | 90[may fluoresce violet] | 10 | 0 | ? | 199*[may fluoresce violet] | 46*[may fluoresce violet] | 97 | ?
O=C(c1nc2nc(-c3ccccc3)cc(C(F)(F)F)n2n1)N1CCCCC1 | 100 | -5 | 1 | 103 | 88 | 102 | 86 | 103
COc1ccc(C(=O)c2cc(C(C)=O)c(Nc3ccccc3)s2)cc1 | 98 | 15 | 10 | 87 | 107 | 102 | 98 | 93
O=C(Cc1n[nH]c(=O)[nH]c1=O)N/N=C/c1ccccc1O | 96 | -4 | 2 | 95 | 105 | 99 | 98 | 97
COc1ccc(CCNC(=O)CC(Cc2ccccc2)C(=O)O)cc1OC (stereo unspecified) | 91 | 3 | 0 | 92 | 97 | 101 | 100 | 95
Cc1ccnc2nc(C(=O)OCC(=O)c3ccc(NC(=O)CC(C)C)cc3)nn12 | 89 | -8 | 1 | 100 | 102 | 100 | 115 | 111
CCN1CCN(c2ccc([N+](=O)[O-])cc2S(=O)(=O)N2CCOCC2)CC1 | 86 | 7 | 0 | 86 | 100 | 90 | 110 | .
CC1CCC(NC(=O)c2cc3c(=O)n(C)c4ccccc4c3n2C)CC1 (stereo unspecified) | 99 | -18 | 0 | 101 | 101 | 99 | 101 | 98
CC(O)CCC(=O)NNC1=CC(=O)CC(C)(C)C1 (stereo unspecified) | 96 | 6 | 3 | 103 | 104 | 104 | 121 | 102
COC(=O)c1c(NC(=O)CN2C(=O)C(=O)N(CC(C)C)C2=O)sc(C)c1C | 95 | 5 | 2 | 99 | 91 | 98 | 103 | 95
Cc1ccc(OCCC(=O)OCC(=O)Nc2cc(S(=O)(=O)N(C)C)ccc2C)cc1 | 100 | 2 | 1 | 105 | 105 | 102 | 88 | 101
O=C(/C=N/O)Nc1ccc2sc3ccccc3c2c1 | 110 | -1 | 1 | 86 | 94 | 96 | 95 | 97
O=c1[nH]c(CN2CCN(Cc3ccccc3)CC2)nc2scc(-c3ccccc3)c12 | 97 | -6 | 0 | 94 | 93 | 91 | 111 | 91
CC1CN(c2ccc([N+](=O)[O-])c(NCCOc3ccccc3)c2)CC(C)N1 (stereo unspecified) | 90 | 14 | 0 | 94 | 104 | 99 | 92 | 103

Additional compounds.
SMILES | LAP4 TOR yeast | VLA-4 inh | GRK2 inh | AGP1 TOR yeast | MEP2-GFP yeast | RPL19A-GFP yeast | Yeast superoxide | CIT2 TOR yeast
Cc1cc(NC(=O)c2cc(-c3ccco3)on2)n(-c2ccccc2)n1 | 103 | -4 | 2 | 99 | 99 | 98 | 103 | 106
Nc1ccc(SCc2nc3cccc4c3n2CCC4)cc1 | 105 | 12 | 2 | 99 | 103 | 95 | 126 | 90
CCC(=O)Nc1c(C)n[nH]c1C | 112 | 12 | 3 | 99 | 93 | 92 | 109 | 89
CC(=O)Oc1ccc(-c2nc3ccccc3c(=O)o2)cc1 | 87 | 2 | 0 | 88 | 96 | 102 | 103 | 106
COc1ccc(Cc2nnc(-c3ccc(F)cc3)o2)cc1OC | 109 | 1 | 2 | 102 | 100 | 104 | 96 | 104
Cc1nc2nc(SCC(=O)NCCN3CCOCC3)nn2c(C)c1Cc1ccccc1 | 100 | -2 | 7 | 104 | 102 | 100 | 84 | 104
CCCCn1c(N)c(N(CCC(C)C)C(=O)CSc2nnc(Nc3ccccc3)s2)c(=O)[nH]c1=O | 107 | -3 | 1 | 109 | 111 | 102 | 97 | 105
COc1ccc(-c2nc(CSCC(=O)NC3CC3)c(C)o2)cc1OC | 97 | -7 | 1 | 96 | 97 | 96 | 75 | 97
CC(Cc1ccccc1)NC(=O)C1CCCNC1=O (stereo unspecified) | 107 | -2 | 4 | 98 | 102 | 100 | 95 | 102
Cc1onc(-c2ccccc2)c1C(=O)N/N=C/C=C/c1ccccc1 | 106 | 29 | 0 | 101 | 102 | 98 | 116 | 91
O=C1CCc2cc(S(=O)(=O)N3CCC(C(=O)NC4CCCC4)CC3)ccc2N1 | 97 | 19 | 2 | 107 | 107 | 102 | 98 | 111
NC1=NC(=O)/C(=C/c2cn(CCC(=O)O)nc2-c2ccc(F)cc2)S1 | 97 | -1 | 0 | 99 | 111 | 103 | 104 | 102
COc1ccc(C(=O)On2c(-c3ccc(Br)cc3)nc3ccccc3c2=O)cc1 | 99 | -2 | 1 | 97 | 88 | 106 | 85 | 85
CN(C)S(=O)(=O)c1ccc(C(=O)OCC(=O)NCc2ccco2)cc1 | 96 | 12 | 5 | 97 | 101 | 91 | 95 | 97
O=C(CCc1c[nH]c2ccccc12)NC(Cc1c[nH]c2ccccc12)C(=O)O (stereo unspecified) | . | -5 | 5 | 90 | 91 | 85 | 105 | 82
S=C(Nc1ccccc1)Nc1nc2ccccc2n1CCOc1ccc(Br)cc1 | 96 | 22 | 3 | 95 | 94 | 93 | 90 | 94
COc1ccc([N+](=O)[O-])cc1NC(=O)CCN1CCN(c2ccccc2OC)CC1 | ? | 4 | 0 | ? | ? | ? | 98 | ?
COc1ccccc1NC(=O)Cn1nnc(-c2ccccc2NC(=O)c2cccs2)n1 | 100 | -5 | 2 | 92 | 98 | 103 | 102 | 98
Nc1ccc(C(=O)NCCCSc2ccccc2)cc1[N+](=O)[O-] | 100 | 33 | 0 | 100 | 114 | 104 | 103 | 100
Cc1cccc(C(=O)Nc2nnc(SCC(=O)NC3CC3)s2)c1 | 99 | -5 | 0 | 100 | 108 | 102 | 85 | 95
CC(=O)c1cccc(NC(=O)c2ccccc2N(Cc2ccccc2)S(C)(=O)=O)c1 | 93 | 5 | 3 | 100 | 106 | 103 | 108 | 104
Cc1ccc(C(=O)N(C)CC(=O)Nc2ccc(Cl)c(C(F)(F)F)c2)cc1S(=O)(=O)N1CCCCC1 | 99 | 8 | 0 | 99 | 99 | 99 | 75 | 98
COc1ccc(O)c(/C=N/N=C/c2cccc([N+](=O)[O-])c2)c1 | 83 | 15 | 0 | 94 | 114 | 104 | 82 | 100
O=C(CN1C(=O)CSc2ccccc21)Nc1ccccc1C(=O)N1CCOCC1 | 96 | 1 | 0 | 96 | 96 | 95 | 115 | 97
Cc1ccc(C)c(NC(=O)Cn2nc([N+](=O)[O-])c(Br)c2C)c1 | 90 | 4 | 0 | 95 | 90 | 95 | 100 | 105

Four entries from above in a different format:
SMILES	LAP4 TOR yeast	VLA-4 inh	GRK2 inh	AGP1 TOR yeast	MEP2-GFP yeast	RPL19A-GFP yeast	Yeast superoxide	CIT2 TOR yeast
Nc1ccc(SCc2nc3cccc4c3n2CCC4)cc1	105	12	2	99	103	95	126	90
COc1ccc(Cc2nnc(-c3ccc(F)cc3)o2)cc1OC	109	1	2	102	100	104	96	104
CN(C)S(=O)(=O)c1ccc(C(=O)OCC(=O)NCc2ccco2)cc1	96	12	5	97	101	91	95	97
COc1ccc(C(=O)On2c(-c3ccc(Br)cc3)nc3ccccc3c2=O)cc1	99	-2	1	97	88	106	85	85

Other entries follow.
SMILES | LAP4 TOR yeast | VLA-4 inh | GRK2 inh | AGP1 TOR yeast | MEP2-GFP yeast | RPL19A-GFP yeast | Yeast superoxide | CIT2 TOR yeast
COc1ccc2ccc(=O)oc2c1CC(O)C(C)(C)O (stereo unspecified) | 91 | 11 | 0 | 89 | 112 | 93 | 98 | 93
Fc1ccc(Cn2nnnc2CN2CCN(C3CCCCC3)CC2)cc1 | 101 | 16 | 0 | 115 | 109 | 105 | 109 | 111
CN1CCN(S(=O)(=O)c2ccc3ccccc3c2)CC1 | 102 | -10 | 0 | 108 | 101 | 99 | 86 | 108
COc1cccc(COCC(O)Cn2cnc3cc(C)c(C)cc32)c1 (stereo unspecified) | 104 | 6 | 0 | 103 | 107 | 98 | 98 | 97
Cc1c(Cc2ccccc2)c(=O)oc2c(CN(C)C)c(O)c(Cl)cc12 | 101 | -4 | 0 | 104 | 91 | 105 | 112 | 89
Cc1ccc(N2CC(C(=O)Nc3c(C)n(C)n(-c4ccccc4)c3=O)CC2=O)cc1 (stereo unspecified) | 102 | 1 | 0 | 109 | 100 | 102 | 91 | 98
O=C(O)CS(=O)(=O)CC(=O)NCc1cccc(C(F)(F)F)c1 | 100 | 8 | 0 | 102 | 116 | 102 | 101 | 110
Cc1cccc(C)c1NC(=S)N1CCC(N(C)CC2CCCO2)CC1 (stereo unspecified) | 97 | -10 | 0 | 113 | 108 | 107 | 97 | 105
CC(=O)N1N=C(c2ccncc2)OC12CCCCCC2 | 110 | 3 | 1 | 105 | 105 | 98 | 119 | 95
Cc1cccc(NC(=O)Cn2cnc(S(=O)(=O)N3CCCC3)c2)c1C | 98 | 22 | 0 | 99 | 98 | 101 | 105 | 99
COc1ccccc1CCC(=O)Nc1ccc2c(c1)CN(CCCn1cccn1)CC2 | 99 | -1 | 0 | 103 | 104 | 100 | 107 | 102
Cc1ccc2[nH]c3c(c2c1)CN(C)CC3 | 97 | 3 | 2 | 104 | 103 | 98 | 100 | 104
N#Cc1nc(COc2ccccc2Cl)oc1NCc1ccco1 | 104 | 11 | 0 | 96 | 98 | 99 | 99 | 90
CN(c1ccc(-c2csc(NC(=O)C3CC(=O)N(Cc4ccco4)C3)n2)cc1)S(C)(=O)=O (stereo unspecified) | 110 | -21 | 1 | 103 | 103 | 100 | 106 | 98
O=C(CCCCCNC(=S)Nc1ccc(Cl)cc1)C[N+](=O)[O-] | 106 | 13 | 1 | 103 | 107 | 99 | 107 | 95
COCCNC(=O)c1ccccc1NC(=O)c1ccc(Cl)c(S(=O)(=O)Nc2ccc(C)cc2C)c1 | 95 | -3 | 2 | 93 | 98 | 92 | 82 | 86
CCNNC(=O)C(O)(c1cccc(C)c1)c1cccc(C)c1 | 101 | 8 | 0 | 125 | 93 | 99 | 105 | 93
Cc1ccc(C(=O)Nc2ccc(S(=O)(=O)Nc3cnc4ccccc4n3)cc2)cc1 | 104 | -7 | 2 | 96 | 101 | 97 | 97 | 94
COc1ccccc1-c1ccc(SCc2ccc(F)cc2)nn1 | 129 | 2 | 2 | 89 | 92 | 86 | 105 | 69

Screening data deposited in PubChem BioAssay by NMMLSC.
